H69AR growth 86K = blocks growth of human H69AR lung tumor cells; viability, % at 10 µM; 6% of 85,000 active; H69AR lung tumor viability, ATP luminescence, 72 h; stronger effect = lower value;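 active = viability at or below 40%; inactive = viability above 40%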;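 also: multidrug resistant small cell line overexpressing MRP-1 efflux transporter; 100% = mean luminescence of untreated control wells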
HUVEC inhibit = blocks proliferation of human endothelial cells | HUVEC proliferation, CellTiter-Glo luminescence, 72 h; stronger effect = lower value | viability, % at 10 µM (by protocol) | 1.1% of 86,000 active;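 active = viability at or below 30%; inactive = viability above 30%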;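 also: 100% = median luminescence of DMSO-only cell control wells on each plate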
HUVEC tox IL1B = toxic to HUVEC cells under IL-1B stimulation; HUVEC cell count loss, Hoechst imaging, IL-1B stimulated; cell count reduction, % at 2 µM; 0.41% of 94,000 active; AID 845;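 active = cell count reduction more than 3 SD above the screen-wide mean, cut at about 70% in these data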;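 also: normalized per plate to untreated control cells as the no-loss baseline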
VCAM1 TNFa inh = reduces TNF alpha induced VCAM1 expression in HUVEC | HUVEC TNFa-induced VCAM-1 immunofluorescence, high-content imaging | inhibition, % at 2 µM | 0.48% of 95,000 active | AID 802;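 active = inhibition above the batch mean plus 3 SD, with images confirmed as a hit by eye, cut at about 37% in these data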;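 also: 0% = TNF-stimulated DMSO wells and 100% = unstimulated control wells; not every result past the cut was called active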
Smad3 inh = blocks human Smad3 binding to FoxH1 peptide | inhibition, % at 25 µM | AID 630 | 0.29% of 88,000 active | TR-FRET Smad3/Dy647-FoxH1 peptide binding, europium anti-His | P84022;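 active = compounds that reduce the energy-transfer binding signal between the protein and its labelled peptide by more than half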;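 also: 0% = Smad3 plus labelled peptide maximal FRET and 100% = peptide-only background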
HUVEC tox TNFa = toxic to HUVEC cells under TNF alpha stimulation. 0.17% of 93,000 active. HUVEC TNFalpha-stimulated, Hoechst cell count, imaging. cell count reduction, % at 2 µM;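 active = cell count reduction exceeding the screen mean by over 5 SD, scaled to untreated wells per plate, cut at about 78% in these data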;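 also: cells counted after 24 h of TNF alpha exposure following the 1 h pretreatment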
F-actin modifier = modifiers of cytoskeleton assembly; 0.18% of 91,000 active; inhibition, % at 2 µM; HUVEC TNFa F-actin phalloidin imaging, high content;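 active = inhibition above the batch mean plus 3 SD and confirmed as a hit by visual image inspection, cut at about 30% in these data, passing the limit was not always enough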; also: strong numbers were not always called active
Pyk2 oligo antag = Pyk2 (human) oligomerization antagonism; Q293 cells, Pyk2 FERM NanoBiT luminescence; stronger effect = lower value; 0.83% of 99,000 active; z-score (the deposit names both 25 µM and 10 µM); Q14289; AID 1347419;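 active = Z-score of -3 or lower, scaled per plate to the spread of control and sample wells; inactive = z-score above -3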;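 also: negative z-score means lost luminescence so less FERM oligomerization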
Target sequence (Q14289 whole entry, looked up): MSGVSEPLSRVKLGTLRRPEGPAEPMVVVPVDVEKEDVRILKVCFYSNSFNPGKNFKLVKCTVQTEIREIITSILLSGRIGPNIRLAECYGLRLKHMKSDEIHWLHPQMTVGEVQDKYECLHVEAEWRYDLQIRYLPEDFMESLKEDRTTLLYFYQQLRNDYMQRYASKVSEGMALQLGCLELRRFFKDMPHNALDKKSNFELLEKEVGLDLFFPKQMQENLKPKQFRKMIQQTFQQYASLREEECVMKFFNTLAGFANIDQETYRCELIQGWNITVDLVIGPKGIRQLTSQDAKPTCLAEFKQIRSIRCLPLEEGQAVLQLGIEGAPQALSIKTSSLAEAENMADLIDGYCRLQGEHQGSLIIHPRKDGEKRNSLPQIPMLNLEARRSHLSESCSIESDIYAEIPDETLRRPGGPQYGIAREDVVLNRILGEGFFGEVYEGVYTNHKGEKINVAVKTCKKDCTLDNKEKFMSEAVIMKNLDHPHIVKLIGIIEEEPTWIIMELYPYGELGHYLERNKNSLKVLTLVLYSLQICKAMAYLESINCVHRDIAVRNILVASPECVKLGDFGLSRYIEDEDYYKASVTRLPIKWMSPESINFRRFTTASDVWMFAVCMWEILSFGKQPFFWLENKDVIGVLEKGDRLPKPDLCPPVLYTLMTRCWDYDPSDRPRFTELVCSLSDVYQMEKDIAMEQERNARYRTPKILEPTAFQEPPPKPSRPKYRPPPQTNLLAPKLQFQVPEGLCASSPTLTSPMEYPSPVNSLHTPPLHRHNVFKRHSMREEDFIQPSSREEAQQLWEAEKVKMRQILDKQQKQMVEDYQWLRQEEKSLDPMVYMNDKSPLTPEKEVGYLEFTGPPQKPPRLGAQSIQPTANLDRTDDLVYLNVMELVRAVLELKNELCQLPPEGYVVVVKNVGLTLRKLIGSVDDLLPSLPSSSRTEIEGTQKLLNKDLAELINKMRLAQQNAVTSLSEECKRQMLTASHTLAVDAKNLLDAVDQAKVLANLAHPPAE
Fibroblast inh = blocks proliferation of human lung fibroblasts. 1.1% of 85,000 active. viability, % at 10 µM. LL 47 human lung fibroblast viability, ATP luminescence; stronger effect = lower value;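 active = viability at or below 50% in the single dose screen; inactive = viability above 50%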;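 also: compound exposure lasted 72 h before the ATP readout; 100% = median luminescence of untreated cell-only wells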
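Assay system: human lung fibroblast line LL 47, low passage. Input: 1,150 fibroblasts seeded per well. Times: overnight cell rest, 72 h compound treatment at 37 °C. Evaluation: % viability of median cell-only signal. Technique: luminescent ATP detection, CellTiter-Glo. Control set: cell-only wells, no compound.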
Active calls of the source: *; x = no result given; [ ] = dose if it differs, or a comment. These rows are one share of the data. The share of hits here may be higher or lower than overall.

SMILES	H69AR growth 86K	HUVEC inhibit	HUVEC tox IL1B	VCAM1 TNFa inh	Smad3 inh	HUVEC tox TNFa	F-actin modifier	Pyk2 oligo antag	Fibroblast inh
COc1cccc(NC(=O)Cn2c(=O)n(CC3CCCO3)c(=O)c3ccccc32)c1 (stereo not drawn)	82.5	104.4	7.8	3.5	4.1	-17.8	9.8	-2.35	107.7
CCN(CC)S(=O)(=O)c1cc(NC(=O)C(=O)c2c(-c3ccccc3)cc3ccccn23)ccc1C	93.8	95.6	23.7	24.7	1.9[fluorescence artefact?]	1.9	17.0	-0.39	90.4
CCc1oc(C(=O)O)cc1COC	100.8	108.6	-9.9	-2.4	-4.9	6.8	3.8	0.32	108.8
O=C(c1cccc(C(F)(F)F)c1)N1CCC(O)(CS(=O)(=O)Cc2ccc(Cl)cc2)CC1	x	x	-1.5	-7.4	x	7.3	2.8	0.22	x
O=C(Nc1ccc(Cl)c(Cl)c1)c1csc(-c2ccccc2)n1	x	x	16.7	-6.4	x	-13.4	-9.2	-0.11	x
CCCCOc1ccc(/C=N/NC(=S)Nc2cccc(C)c2C)cc1	x	x	-59.1	8.8	x	-16.9	20.6	-0.89	x
CNc1nc(C)c(C(C)=O)cc1C#N	108.1	101.2	-22.3	-1.1	11.4	-27.3	12.5	-0.13	103.3
Cc1cc(=S)n(-c2ccccc2)n1C	85.4	99.4	7.8	3.6	4.6	-8.1	34.1	0.03	94.2
O=C(CNC(=O)c1cnccn1)Nc1ccc(F)c(F)c1F	102.4	95.1	5.4	16.6	-2.7	18.4	1.6	-0.9	95.8
Cc1ccc(-c2csc3ncn(/N=C/N(C)C)c(=O)c23)o1	94.2	102.5	-5.3	2.1	1.0	-38.2	55.2	-0.59	99.0
COC(=O)c1nn(-c2cccc(C(F)(F)F)c2)c(=O)cc1Sc1ccccn1	x	x	-6.1	9.8	x	-49.2	26.1	0.45	x
O=[N+]([O-])c1cc2c(cc1/C=N\NS(=O)(=O)c1ccccc1)OCO2	x	x	-10.6	7.9	x	-4.8	25.7	1.67	x
Clc1ccc(Oc2cnns2)c(Cl)c1	90.4	101.5	8.4	-3.6	-1.9	1.0	8.3	-0.75	103.5
Cc1nc2sc(C(c3ccccc3)N3CC(C)OC(C)C3)c(O)n2n1 (stereo not drawn)	103.5	102.0	-12.4	13.6	-1.1	15.3	-4.9	0.44	107.1
COc1ccc(OC)c(NC(=O)CSc2nnc(-c3ccco3)n2-c2ccccc2)c1	70.5	91.2	-39.7	2.8	-11.3	7.9	-4.1	-1.58	87.0
O=C(c1cnn2c(C(F)(F)F)cc(-c3ccco3)nc12)N1CCc2ccccc2C1	70.2	90.0	-8.8	31.3	-10.3	-12.3	7.4	2.02	96.9
C=CCn1c(N2C(=O)CC(Cc3ccccc3)C2=O)nc2ccccc21 (stereo not drawn)	52.3	80.1	-29.3	18.9	-1.4	4.2	-12.0	-0.27	92.9
Cc1ccc(S(=O)(=O)N2CCN(C(=O)CCC(=O)NC3CCCc4ccccc43)CC2)cc1 (stereo not drawn)	78.3	107.9	5.8	-20.3	1.0	-28.8	-17.2	-0.81	90.9
CN(C)S(=O)(=O)c1ccc(NC(=O)N2CCN(c3ccccc3)CC2)cc1	x	x	32.6	1.8	x	-14.5	5.2	-1.22	x
Cc1cccc(CSc2nc3sc(C)c(C)c3c(=O)n2Cc2ccco2)c1	86.0	85.4	0.0	10.0	-15.2	14.3	-10.9	1.32	86.8
O=C(c1ccc2c(c1)OCO2)N1CCCc2ccccc21	91.3	77.8	-3.7	-2.3	-4.0	-29.5	48.0	0.12	97.1
CCOC(=O)CSc1nnc(Cn2c(=O)sc3ccccc32)n1C	99.1	104.7	18.2	4.1	-0.1	-7.8	7.9	x	106.0
CCOC(=O)c1c(C)nc2c(c1-c1ccccc1)C(=O)CCC2	x	x	-7.8	3.6	x	3.2	-1.6	0.44	x
CSc1nsc(SCC(=O)Nc2ccccn2)n1	99.7	98.6	13.6	13.1	-5.2	-23.0	-16.2	0.1	97.8

Three of the entries above in order of their number in F-actin modifier, lowest first:
smiles	F-actin modifier
C=CCn1c(N2C(=O)CC(Cc3ccccc3)C2=O)nc2ccccc21 (stereo not drawn)	-12.0
CCOC(=O)c1c(C)nc2c(c1-c1ccccc1)C(=O)CCC2	-1.6
Clc1ccc(Oc2cnns2)c(Cl)c1	8.3

Remaining list, next part.
SMILES	H69AR growth 86K	HUVEC inhibit	HUVEC tox IL1B	VCAM1 TNFa inh	Smad3 inh	HUVEC tox TNFa	F-actin modifier	Pyk2 oligo antag	Fibroblast inh
Cc1ccc(C)n1-c1ccncc1	92.6	101.4	-8.8	18.4	-16.0	-30.4	8.0	-0.44	101.5
COc1ccc2c(COC(=O)c3n[nH]c4ccccc34)cc(=O)oc2c1	x	x	-13.4	-24.0	x	-15.5	6.9	-1.73	x
O=c1oc2ccccc2c2c1nc(C(F)(F)F)n2-c1ccccc1	98.9	96.2	-15.7	3.3	-6.2	-4.6	0.2	-0.79	100.9
CCOC(=O)CSc1nnc(CNC(=O)c2cccc(C)c2)n1-c1ccccc1OC	100.1	92.3	4.0	-2.2	18.2[fluorescence artefact?]	-29.6	x	0.18	97.3
CCOC(=O)C1CCCN(C(=O)Cn2sc3nc(C)cc(C)c3c2=O)C1 (stereo not drawn)	1.1*	93.3	-7.3	3.1	-0.9	-12.5	-3.0	x	82.6
CCn1c(CNC(=O)COc2ccc(C(C)C)cc2)nnc1SCC(=O)Nc1ccccc1C(C)C	x	x	-82.6	6.3	x	-2.0	-6.5	-2.44	x
CCOC(=O)N=S(N)(=O)c1ccc(Cl)cc1 (stereo not drawn)	95.8	104.6	-9.6	8.3	-1.4[fluorescence artefact?]	-22.8	6.4	-0.07	99.2
NC(=O)COC(=O)c1ccc(S(=O)(=O)N2CCCCCC2)cc1	104.5	95.4	0.8	10.8	4.6	15.6	4.5	1.78	102.7
COc1ccc(CNC(=O)Nc2cccc(C)c2)cc1	98.7	99.3	-32.2	6.5	1.8	-13.1	14.8	0.49	x
O=C(c1ccco1)N1C(=O)c2cccc3cccc1c23	75.0	91.6	4.7	-6.7	2.9	x	4.7	0.79	87.0
O=C1N/C(=C/c2cccn2-c2ccc(F)cc2)C(=O)N1Cc1ccccc1	x	x	13.5	14.3	x	-0.4	-5.2	0.14	x
Cc1ccc(NC(=O)CSc2nnc(-c3cccs3)n2Cc2ccco2)cc1	92.3	103.1	1.9	8.1	15.0	1.4	-13.2	-0.41	97.6
N#Cc1cc2c(nc1SCc1ccccc1)CCCC2=O	96.5	90.1	-23.1	-1.3	-2.8	-11.9	8.7	-1.18	98.3
CN(C(=O)C1CCCO1)c1nnc(-c2ccncc2)s1 (stereo not drawn)	93.7	115.3	-9.8	x	14.6	x	x	0.39	96.9
COc1ccc(S(=O)(=O)N/N=C\c2ccc3c(c2)OCO3)cc1	x	x	-11.5	-10.9	x	-26.1	12.3	2.92	x
Clc1ccc(-c2ccnc(Oc3ccc4ccccc4c3)n2)cc1	x	x	-4.0	6.6	x	0.0	-5.2	1.5	x
O=c1c2ccc(-c3nnc4n3-c3ccccc3SC4)cc2nc2n1CCCCC2	x	x	-3.3	13.9	x	-5.8	-17.2	x	x
O=C(Nc1nnc(-c2ccco2)s1)C1CCCCC1	113.8	103.2	-7.0	11.3	-11.5	-34.8	-11.6	-0.97	105.5
Cn1cccc1Cc1nnc(SCC(=O)NCc2ccc(F)cc2)n1-c1ccc(F)cc1	93.8	93.1	x	x	-3.8	x	x	x	97.4
COCCn1c(=O)c2c3c(sc2n(CC(N)=O)c1=O)CCCC3	97.1	101.1	26.6	16.9	-1.0	-18.2	0.8	x	95.4
CCN(CC)CCCNC(=O)CC1Oc2ccc(C)cc2NC1=O (stereo not drawn)	92.6	87.7	2.2	-12.4	-0.9	-18.6	2.3	x	95.8
CCOc1ccccc1C1C(C(=O)Nc2ccccc2OC)=C(C)Nc2nc(CCCO)nn21 (stereo not drawn)	98.3	92.9	-3.7	9.9	2.9	-18.4	-6.8	x	93.2
Oc1c(C(c2ccc(F)cc2)N2CCc3ccccc3C2)sc2ncnn12 (stereo not drawn)	90.7	95.3	x	x	-2.5	x	x	x	91.8
CCOc1ccc(CCNC(=O)C2CCN(S(=O)(=O)CC)CC2)cc1OCC	99.8	90.5	-78.8	-8.6	0.7	-20.0	25.8	1.16	96.0
O=c1[nH][nH]c(C(F)(F)F)c1C=Nc1ccccc1Cl	x	x	-9.3	1.0	x	0.0	5.8	1.11	x
O=S(=O)(Nc1ccc(Cc2ccncc2)cc1)c1ccc(Br)cc1	x	x	-1.4	-9.4	x	-4.1	0.3	-2.06	x
Cc1cc2cc(C(c3nnnn3Cc3ccco3)N3CCc4ccccc4C3)c(=O)[nH]c2cc1C (stereo not drawn)	65.3	88.6	-4.6	5.6	25.5	-4.0	-28.1	-0.89	99.5
CCc1cc(=O)oc2cc(OCC(=O)N(CC)CC)c(Cl)cc12	100.8	100.9	x	x	4.6	x	x	x	106.7
CC(c1ccccc1)N1C(=O)c2ccc(C(=O)NCc3ccco3)cc2C1=O (stereo not drawn)	97.0	94.4	-5.5	17.5	4.1	-8.3	-1.7	0.25	95.1
CC(C)NC(=O)Cn1c(SCC(=O)c2ccc(F)cc2)nc2ccccc21	95.1	79.5	-36.6	-0.8	-2.7	-17.7	-1.3	-0.19	101.3
Cc1cc(C)c(N(C(=O)Cn2nnc3ccccc32)C(C(=O)NC(C)(C)C)c2ccsc2)c(C)c1 (stereo not drawn)	x	x	0.4	-5.3	x	-10.0	4.3	-0.42	x
c1ccc(-n2cnnc2SCc2cn3cccnc3n2)cc1	101.0	100.7	-5.1	18.5	-1.7	9.4	11.3	0.44	104.4
COc1ccc(N2CCN(C(=O)Cc3ncc(C(F)(F)F)cc3Cl)CC2)cc1	x	x	12.1	14.1	x	-40.5	35.6	-0.57	x
Cc1ccc(C(=O)Nc2cccnc2)cc1S(=O)(=O)N1CCOCC1	88.3	92.7	-12.2	9.7	13.2	-29.9	x	0.9	101.7
Cc1nnc(NC(=O)CSc2nnc(Cc3cccn3C)n2-c2ccccc2)s1	76.6	92.4	13.1	1.8	5.6	-8.2	5.8	x	92.8
Cc1sc2ncnc(N[C@@H](CCC(=O)O)C(=O)O)c2c1C	100.5	100.5	-6.7	11.3	8.0	-8.1	17.8	0.2	102.3
CCCc1nc2c(=O)[nH]c3ccccc3c2o1	87.9	99.1	-10.8	-4.8	-6.9	-10.0	-5.6	0.11	102.5
COC(=O)c1ccc2c(=O)n(CCN3CCOCC3)c(SCC(=O)NC3CCCCC3)nc2c1	90.2	108.5	x	x	-6.4	x	x	x	106.9
COc1cc(OC)cc(C(=O)N/N=C/c2ccc(OC)c(COc3ccc(F)cc3)c2)c1	x	x	40.1	6.9	x	46.1	-1.7	-1.14	x
Cc1ccc(NC(=O)CNc2cccc(C)c2C)c(C)c1	65.2	85.9	-13.1	12.0	4.5	3.1	1.9	0.91	96.3
CCOc1ccccc1NC(=O)C1CCCN(C(=O)Nc2ccccc2)C1 (stereo not drawn)	61.5	88.1	-30.5	-9.9	0.3	-15.2	8.3	1.23	106.4

A second format for part of the listing above.
The line under a structure holds: H69AR growth 86K | HUVEC inhibit | HUVEC tox IL1B | VCAM1 TNFa inh | Smad3 inh | HUVEC tox TNFa | F-actin modifier | Pyk2 oligo antag | Fibroblast inh
> O=C(CNC(=O)c1cnccn1)Nc1ccc(F)c(F)c1F
→ 102.4 | 95.1 | 5.4 | 16.6 | -2.7 | 18.4 | 1.6 | -0.9 | 95.8
> CC(C)NC(=O)Cn1c(SCC(=O)c2ccc(F)cc2)nc2ccccc21
→ 95.1 | 79.5 | -36.6 | -0.8 | -2.7 | -17.7 | -1.3 | -0.19 | 101.3
